Screens as filed in PubChem.
GSH fluor = compound fluoresces at 488/530 nm on GSH beads | GSH beads flow cytometry, compound fluorescence 488/530 nm; stronger effect = higher value | fluorescence (KMESF) at 10 µM | 190,000 compounds, 0.25% hits; in the data active means fluorescence above about 89;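 further: glutathione beads carrying GST-tagged Bcl family fusion proteins plus one bare bead set; values are compound well signal with DMSO vehicle wells as background; inactives centre near 16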
Bim-Bcl-2 = disrupts Bim peptide binding to human Bcl-2 | inhibition, % at 10 µM | P10415 | Bead-based flow cytometry, Bim peptide-Bcl-2 binding | AID 950 | 190,000 compounds, 0.06% hits; in the data active means inhibition above about 40%; inconclusive means no clear call, values can overlap the other calls;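 further: 0% = no compound wells with probe peptide and 100% = reference peptide inhibitor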
Bim-Bcl-XL = inhibitors of Bim-Bcl-XL interaction, human; Q07817; Bim peptide-Bcl-XL binding, bead flow cytometry, fluorescence; inhibition, % at 10 µM; 190,000 compounds, 0.04% hits
Target sequence (Q07817 whole entry, looked up): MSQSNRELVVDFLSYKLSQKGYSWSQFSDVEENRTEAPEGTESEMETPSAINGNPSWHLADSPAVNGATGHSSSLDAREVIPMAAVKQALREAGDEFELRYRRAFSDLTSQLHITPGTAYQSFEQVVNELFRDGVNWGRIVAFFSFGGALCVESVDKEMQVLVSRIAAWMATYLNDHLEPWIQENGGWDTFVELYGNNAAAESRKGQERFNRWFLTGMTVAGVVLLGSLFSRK
ABCG2 block = inhibitors of human ABCG2 transporter, ABCB1 counter-screen. IgMXP3 cells, JC-1 efflux, flow cytometry. inhibition, % at 6.6 µM. Q9UNQ0. 190,000 compounds, 0.1% hits;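 active means inhibition above 80%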;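 further: 0% = DMSO and 100% = nicardipine control wells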
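Measure – % inhibition of efflux relative to nicardipine and DMSO · Test system – ABCG2 IgMXP3 and barcoded ABCB1 CCRF-Adr cell mix · Control set – nicardipine as high control, DMSO as low control · Compound – one concentration, 6.6 µM final · Signal – flow cytometry of retained JC-1 fluorescence · Timing – 10 min exposure at 25 °C with rotation, no wash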
ABCB1 inh = human ABCB1 inhibition, ABCG2 as counter-screen; CCRF-Adr cells, JC-1 efflux, flow cytometry; inhibition, % at 6.6 µM; 190,000 compounds, 0.067% hits; in the data active means inhibition above about 40%;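 further: 0% = vehicle and 100% = reference inhibitor; higher value means more JC-1 retained so stronger ABCB1 efflux block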
RGS4-Gao reg = human RGS4-Galphao interaction regulation; P09471; Multiplexed bead flow cytometry, RGS4-Galphao binding; actives lie on both sides; binding response (% of control), % at 10 µM; 220,000 compounds, 0.33% hits; AID 1415; in the data active means binding response below about 49% or above about 150%; inactive means in between;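 further: fluorescent Galphao activated with aluminum fluoride binding bead-coupled RGS4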
Target sequence (P09471 whole entry, looked up): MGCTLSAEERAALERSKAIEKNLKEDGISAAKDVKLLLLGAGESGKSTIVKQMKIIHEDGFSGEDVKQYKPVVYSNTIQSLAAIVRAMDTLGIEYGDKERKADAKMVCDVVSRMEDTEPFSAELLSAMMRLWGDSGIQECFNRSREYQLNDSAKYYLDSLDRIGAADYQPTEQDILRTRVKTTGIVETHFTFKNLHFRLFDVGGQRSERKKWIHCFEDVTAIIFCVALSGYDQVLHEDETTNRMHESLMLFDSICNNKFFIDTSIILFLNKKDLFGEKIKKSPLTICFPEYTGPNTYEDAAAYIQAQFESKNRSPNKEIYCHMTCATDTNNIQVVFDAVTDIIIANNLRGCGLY
Bim-Bfl-1 = disrupts Bim binding to human Bfl-1 | Bead-based flow cytometry, Bim-Bfl-1 binding inhibition | inhibition, % at 10 µM | 190,000 compounds, 0.12% hits | AID 1008;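 further: 0% = wells without compound plus tracer and 100% = blocker peptide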
Bcl-W Bim block = disrupts Bim peptide binding to human Bcl-W. inhibition, % at 10 µM. 190,000 compounds, 0.02% hits. Q92843. AID 952. bead-based flow cytometry;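 further: 0% = bound tracer without compound and 100% = peptide blocker; higher means less fluorescent Bim peptide bound to Bcl-W beads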
Target sequence (Q92843 whole entry, looked up): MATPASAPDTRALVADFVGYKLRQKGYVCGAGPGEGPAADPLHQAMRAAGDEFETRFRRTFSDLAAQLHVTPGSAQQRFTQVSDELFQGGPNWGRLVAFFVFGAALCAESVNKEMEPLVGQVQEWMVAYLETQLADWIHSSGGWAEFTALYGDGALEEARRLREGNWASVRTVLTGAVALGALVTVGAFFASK
Bcl-B Bim block = inhibitors of Bim-Bcl-B interaction, human. Q9HD36. bead-based flow cytometry, Bim peptide-Bcl-B binding. inhibition, % at 10 µM. 190,000 compounds, 0.073% hits;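 further: 0% = tracer peptide without compound and 100% = reference inhibitor peptide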
Target sequence (Q9HD36 whole entry, looked up): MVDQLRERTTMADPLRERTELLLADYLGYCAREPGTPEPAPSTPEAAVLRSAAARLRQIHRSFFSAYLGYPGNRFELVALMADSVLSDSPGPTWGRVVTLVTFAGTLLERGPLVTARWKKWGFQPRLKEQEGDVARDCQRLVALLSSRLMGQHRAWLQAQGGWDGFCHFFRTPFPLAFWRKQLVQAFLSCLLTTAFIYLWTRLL
RGS7-Gao reg = regulators of human RGS7-Galphao interaction; 220,000 compounds, 0.35% hits; Multiplexed bead flow cytometry, RGS7-Galphao binding; actives lie on both sides; binding response (% of control), % at 10 µM; in the data active means binding response below about 49% or above about 150%; inconclusive means no clear call, values can overlap the other calls; inactive means in between;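 further: fluorescent Galphao held in activated GDP-AlF4 state binding bead-coupled RGS7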
Avidin fluor = avidin bead compound fluorescence profile | Avidin beads, compound fluorescence 488/530 nm, flow cytometry; stronger effect = higher value | fluorescence (KMESF) at 10 µM | 220,000 compounds, 0.38% hits; in the data active means fluorescence above about 47; further: inactives centre near 10
Active calls of the source: *; ? = inconclusive; / = not tested or not shown. Unless noted, no stated cut-off is given here; in the data, active means inhibition above about 40%.

SMILES	GSH fluor	Bim-Bcl-2	Bim-Bcl-XL	ABCG2 block	ABCB1 inh	RGS4-Gao reg	Bim-Bfl-1	Bcl-W Bim block	Bcl-B Bim block	RGS7-Gao reg	Avidin fluor
CCc1cccc(NC(=O)Cn2cc(C=O)c3ccccc32)c1	14	0	-1	14	-0.7	98	-5	-1	-6	102	14
COc1ccc2c(c1)-c1nc(/N=C/c3c(O)ccc4ccccc34)sc1CC2	8	6	-1	0	0.1	103	17	2	0	102	12
COc1ccc(/C=C/C(=O)O)cc1S(=O)(=O)N1CCCCC1	15	-4	0	0	0.1	105	-10	0	-3	100	13
CC1=NC(C#N)=C(C#N)NC(C)(C)C1	8	1	-2	3	-0.1	96	3	1	-21	94	18
CC(C)N1C(=O)CCC1C(=O)NCCc1ccc(Cl)cc1 (stereo unspecified)	13	0	-4	10	-0.1	99	0	-4	-5	102	5
O=c1c(O)c(-c2cccs2)oc2ccccc12	16	-1	2	7	1.3	101	0	1	2	95	10
CC1(C)CC(=O)c2cc(C(=O)NCc3ccco3)c(=O)n(-c3ccccc3)c2C1	32	-9	-5	-1	5.0	102	-17	-2	-8	99	15
O=C(Cn1cc(C(=O)C2CC2)c2ccccc21)NCc1ccc2c(c1)OCO2	12	2	1	4	0.8	100	0	0	2	101	36
CCOC(=O)c1oc2ccccc2c1NC(=O)COc1cccc(OC)c1	16	1	-1	19	1.4	100	0	0	0	106	8
Cc1cccc(N2C(=O)CC(N3CCN(Cc4ccc(Cl)cc4)CC3)C2=O)c1 (stereo unspecified)	16	-3	1	1	0.1	104	-11	3	-3	100	8
O=C(Nc1nc2ccc(C(=O)N3CCCCC3)cc2s1)C1CCCCC1	8	0	-1	6	0.9	100	-2	-1	-2	102	10
O=C(/C=C/c1cccc([N+](=O)[O-])c1)N1CCN(c2ccccc2F)CC1	11	-2	-9	4	0.5	105	0	-3	-6	102	4
CCOc1ccc(CC(=O)Nc2ccc(S(=O)(=O)Nc3cc(C)on3)cc2)cc1OCC	21	-2	3	1	0.5	98	2	2	5	96	11
CC1CCCCC1NC(=O)CCCc1nc2ccccc2c(=O)[nH]1 (stereo unspecified)	63	0	-1	2	0.3	101	-9	6	-5	95	13
Cc1cccc(NC(=O)c2cc(NC(=O)CCCC(=O)O)ccc2Cl)n1	5	-8	-5	2	0.4	97	-8	0	-2	98	8
CCC(NC(=O)CCCc1ccccc1)c1ccccc1 (stereo unspecified)	21	1	-9	19	1.7	112	0	-1	-2	107	32
O=C(c1ccccc1)N1CCN(c2ccc(NCc3ccc4c(c3)OCO4)cc2)CC1	22	-5	-2	-3	-2.8	99	2	5	-1	94	6
CN1C(=O)/C(=C/c2ccccc2OCc2cccc(F)c2)N(C)C1=S	36	-7	5	18	0.2	/	-8	8	-7	/	/
O=C(N/N=C\c1ccc2c(c1)OCO2)c1ccco1	12	-8	-8	0	0.0	104	-8	-2	-8	103	13
Cc1nccc2oc(=O)c(NC(=O)c3ccc(Cl)cc3)cc12	66	0	-3	14	-0.1	100	0	0	-2	101	6
O=[N+]([O-])c1cc2c(cc1/C=N\NS(=O)(=O)c1ccccc1)OCO2	28	-4	-5	2	0.8	101	0	0	-19	101	15
COc1ccc2c(CN(C)c3ccccc3)cc(=O)oc2c1	13	-1	0	5	1.1	96	0	-1	0	98	7
N/C(=N\OC(=O)c1ccccc1)c1cccnc1	10	-1	-2	7	0.6	101	-4	-1	-1	100	11
Cc1ccc(C(=O)c2c(NC(=O)c3cccnc3)sc3c2CCCC3)cc1	35	-6	2	13	0.9	99	-13	0	-7	97	12
O=C(Nc1nc(-c2cccnc2)cs1)c1ccccc1[N+](=O)[O-]	11	-4	-1	4	-1.0	100	2	-2	1	101	6
Cn1c(CC(=O)Nc2ccc(Cl)c(Cl)c2)nnc1SCC(=O)NCc1ccccc1	21	-1	0	5	1.0	102	-7	-1	-3	102	9
Cc1cc2occ(CC(=O)Nc3nnc(C4CC4)s3)c2cc1C	10	-12	-7	1	0.0	100	-12	3	-10	99	10
COc1ccc(-n2nc(C(=O)Nc3ccc4c(c3)OCO4)c3ccccc3c2=O)c(OC)c1	24	-8	-6	19	10	101	-15	0	-8	101	34
COc1ccc(N(C(=O)CCl)C(C(=O)NC2CCCCC2)c2cccnc2)cc1 (stereo unspecified)	6	8	0	3	0.7	104	9	0	1	101	11
COc1ccc(Cl)cc1NC(=O)CN1C(=O)CSC1=O	10	0	-3	3	0.4	97	0	1	1	96	11

Part of the list above in a different format.
Each structure is followed by: GSH fluor, Bim-Bcl-2, Bim-Bcl-XL, ABCG2 block, ABCB1 inh, RGS4-Gao reg, Bim-Bfl-1, Bcl-W Bim block, Bcl-B Bim block, RGS7-Gao reg, Avidin fluor
> O=[N+]([O-])c1cc2c(cc1/C=N\NS(=O)(=O)c1ccccc1)OCO2
  28, -4, -5, 2, 0.8, 101, 0, 0, -19, 101, 15
> COc1ccc2c(CN(C)c3ccccc3)cc(=O)oc2c1
  13, -1, 0, 5, 1.1, 96, 0, -1, 0, 98, 7
> N/C(=N\OC(=O)c1ccccc1)c1cccnc1
  10, -1, -2, 7, 0.6, 101, -4, -1, -1, 100, 11
> Cc1ccc(C(=O)c2c(NC(=O)c3cccnc3)sc3c2CCCC3)cc1
  35, -6, 2, 13, 0.9, 99, -13, 0, -7, 97, 12

The list continues.
SMILES	GSH fluor	Bim-Bcl-2	Bim-Bcl-XL	ABCG2 block	ABCB1 inh	RGS4-Gao reg	Bim-Bfl-1	Bcl-W Bim block	Bcl-B Bim block	RGS7-Gao reg	Avidin fluor
Cc1ccc(O)c(C2=Nc3ccccc3N=C(c3ccc([N+](=O)[O-])cc3)C2)c1	11	1	-4	4	0.6	102	-2	3	-5	100	9
COc1ccc(CCCc2n[nH]c(=S)o2)cc1C	11	1	0	7	0.2	101	6	2	-18	99	13
CC(C)(C)c1cc(NC(=O)COc2ccc(Br)cc2)n(-c2ccccc2)n1	14	-5	-2	6	0.9	99	0	-4	-5	97	17
CCOC(=O)C1CCN(C(=O)CSc2ccccc2)CC1	25	-14	-3	19	1.0	104	-17	1	-6	99	26
OC1(c2cccc(C(F)(F)F)c2)CCN(c2ncnc3c2[nH]c2ccccc23)CC1	13	-2	2	4	1.9	93	-2	1	2	95	13
O=C(C1CCCN(S(=O)(=O)c2cccc3nsnc23)C1)N1CCc2ccccc2C1 (stereo unspecified)	17	0	-3	3	0.9	109	-15	4	-8	108	9
O=C(O)COc1ccccc1/C=C1\SC(=S)N(/N=C/c2ccccc2O)C1=O	8	-3	-6	-6	-1.0	105	-2	0	-6	101	5
COc1ccc(CN(C(=O)CNC(=O)c2ccco2)C(C(=O)NC2CCCC2)c2ccco2)cc1 (stereo unspecified)	39	-7	-3	1	1.2	101	-12	0	-10	103	14
CSc1ccccc1NC(=O)c1ccc(CN2CCOCC2)cc1	11	-7	-7	3	0.4	95	-2	-3	-3	96	9
COc1ccc2cnn(-c3ccccc3C)c(=O)c2c1OC	26	-2	-6	12	1.0	97	0	-3	-4	100	40

Retrieved by compound from the entries so far, 6 records:
SMILES	GSH fluor	Bim-Bcl-2	Bim-Bcl-XL	ABCG2 block	ABCB1 inh	RGS4-Gao reg	Bim-Bfl-1	Bcl-W Bim block	Bcl-B Bim block	RGS7-Gao reg	Avidin fluor
CCOC(=O)C1CCN(C(=O)CSc2ccccc2)CC1	25	-14	-3	19	1.0	104	-17	1	-6	99	26
COc1ccc(CCCc2n[nH]c(=S)o2)cc1C	11	1	0	7	0.2	101	6	2	-18	99	13
CC(C)(C)c1cc(NC(=O)COc2ccc(Br)cc2)n(-c2ccccc2)n1	14	-5	-2	6	0.9	99	0	-4	-5	97	17
Cc1ccc(O)c(C2=Nc3ccccc3N=C(c3ccc([N+](=O)[O-])cc3)C2)c1	11	1	-4	4	0.6	102	-2	3	-5	100	9
OC1(c2cccc(C(F)(F)F)c2)CCN(c2ncnc3c2[nH]c2ccccc23)CC1	13	-2	2	4	1.9	93	-2	1	2	95	13
CSc1ccccc1NC(=O)c1ccc(CN2CCOCC2)cc1	11	-7	-7	3	0.4	95	-2	-3	-3	96	9

(listing goes on)
SMILES	GSH fluor	Bim-Bcl-2	Bim-Bcl-XL	ABCG2 block	ABCB1 inh	RGS4-Gao reg	Bim-Bfl-1	Bcl-W Bim block	Bcl-B Bim block	RGS7-Gao reg	Avidin fluor
CN(Cc1ccc(OC(F)F)cc1)C(=O)c1ccc2nccnc2c1	25	1	-3	3	0.6	103	-1	-5	-1	104	3
CC(C)CNC1=C(C(=S)Nc2ccccc2)C(=O)CC(C)(C)C1	8	6	4	36	4.6	93	9	1	4	97	5
CCOC(=O)Cn1cncc1-c1ccc([N+](=O)[O-])cc1	13	-3	-5	13	/	89	-2	-8	-5	91	2
Cc1ccc(Cn2ccc(NC(=O)c3cc(CC(C)C)on3)n2)cc1	19	-10	-3	2	0.7	98	-12	1	-7	107	6
NC1=NN=C(N2N=C(c3ccc(Br)cc3)CC2(O)C(F)(F)F)n2ncnc2C1 (stereo unspecified)	12	2	0	3	0.5	102	-2	0	-3	102	11
c1ccc(-c2nc3ccccn3c2NCc2ccc3c(c2)OCO3)cc1	38	-5	-8	24	0.8	109	-6	-7	-1	108	9
CN(C)CCN1C(=O)C(=O)/C(=C(/O)c2ccc(F)cc2)C1c1ccccc1 (stereo unspecified)	30	-5	-3	5	1.9	100	-14	0	-5	97	15
COc1cc(-c2nn3c(-c4cccc(C)c4)nnc3s2)cc(OC)c1OC	28	-6	0	-1	-2.7	110	-8	-4	-7	102	8
CS(=O)(=O)N(CCc1ccccc1)CC(=O)NCc1ccccc1Cl	17	0	-2	2	0.2	98	-4	-2	-1	96	9
Cc1ccccc1NC(=O)CC1c2ccccc2CC(C)(C)N1C (stereo unspecified)	24	-2	-2	1	0.2	106	-7	0	-4	107	9

Sorted by the number under RGS4-Gao reg (ascending): three from the list above
Structure | RGS4-Gao reg
Cc1ccc(Cn2ccc(NC(=O)c3cc(CC(C)C)on3)n2)cc1 | 98
CN(C)CCN1C(=O)C(=O)/C(=C(/O)c2ccc(F)cc2)C1c1ccccc1 (stereo unspecified) | 100
c1ccc(-c2nc3ccccn3c2NCc2ccc3c(c2)OCO3)cc1 | 109

Other structures:
SMILES	GSH fluor	Bim-Bcl-2	Bim-Bcl-XL	ABCG2 block	ABCB1 inh	RGS4-Gao reg	Bim-Bfl-1	Bcl-W Bim block	Bcl-B Bim block	RGS7-Gao reg	Avidin fluor
CC(c1ccccc1)n1cc(C(=O)NCC2CCCO2)nn1 (stereo unspecified)	19	-11	-9	-8	-0.3	101	-16	-3	-5	100	35
COc1ccc(C(=O)Nc2nccs2)cc1OC	57	-10	-4	10	0.9	102	-12	-1	-6	100	7
Cc1ccn2c(C(=O)NN=C3CCCCCCC3)c(C)nc2c1	26	0	-2	-1	-0.6	103	-3	0	-1	?	7
Cn1c(CN2CCOCC2)nc2cc(NC(=O)c3ccc(Cl)cc3)ccc21	30	-6	-6	25	-1.0	101	-14	-2	-10	99	11
COC(=O)CSc1nnc(-c2sc3cc(OC)ccc3c2Cl)n1C	23	0	-2	1	0.2	104	-1	-2	-4	102	10
COc1ccccc1/C=C(/C(=O)OCC(=O)Nc1ccccc1C)c1ccccc1	13	-1	-1	54	1.2	99	-3	0	-3	99	7
Cc1ccc(N(Cc2cc3cc(C)ccc3[nH]c2=O)S(=O)(=O)c2ccccc2)cc1	21	-6	-12	0	0.0	102	-12	-8	-9	104	15
